mcGAS MS inh: blocks mouse cGAS cGAMP production; Q8C6L5; recombinant mouse cGAS, cGAMP by RapidFire MS; inhibition, % at 12.5 µM; 130,000 tested, 0.18% active;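 active = inhibition of cGAS enzyme activity at or above 60%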;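 also: enzyme stimulated by 45 bp dsDNA with ATP and GTP substrates; cGAMP share of summed cGAMP plus half ATP and half GTP signals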
Target sequence (Q8C6L5 whole entry, looked up): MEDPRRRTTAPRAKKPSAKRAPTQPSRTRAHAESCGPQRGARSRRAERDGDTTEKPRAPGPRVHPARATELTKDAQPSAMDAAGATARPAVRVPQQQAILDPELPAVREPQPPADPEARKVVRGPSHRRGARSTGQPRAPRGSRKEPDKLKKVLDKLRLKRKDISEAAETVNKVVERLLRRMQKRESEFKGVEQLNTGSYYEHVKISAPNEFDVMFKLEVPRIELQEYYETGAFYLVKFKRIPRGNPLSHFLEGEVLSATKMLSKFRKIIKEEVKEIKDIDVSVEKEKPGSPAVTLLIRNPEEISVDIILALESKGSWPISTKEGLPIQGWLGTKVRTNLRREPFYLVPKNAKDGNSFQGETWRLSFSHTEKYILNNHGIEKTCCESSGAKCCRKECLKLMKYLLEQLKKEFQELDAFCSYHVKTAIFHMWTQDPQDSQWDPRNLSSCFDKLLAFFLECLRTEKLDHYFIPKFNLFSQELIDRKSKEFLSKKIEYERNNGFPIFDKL
An asterisk follows results filed as active; & = joins results of further samples. Only part of the results is shown, so the mix of outcomes need not match the whole.

mol	mcGAS MS inh
Cn1c(=O)c2c(S(C)=O)snc2n(C)c1=O (configuration not stated)	-8
c1ccc(COCCN2CCC3(CCOCC3)CC2)cc1	1
Cc1ccc(-c2nc(CN3CCN(c4ccc(Cl)cn4)CC3)c(C)o2)o1	-2
CCc1ccc(S(=O)(=O)Nc2ccc(O)c(C(C(=O)OC(C)C)C(=O)C(F)(F)F)c2)cc1 (configuration not stated)	8
CC(C)CCCCCCNC(=O)C1CC2COCC(C1)C2=O (configuration not stated)	-4
COc1cc(C)c(S(=O)(=O)N2CCCC2c2ccncc2)c(C)c1 (configuration not stated)	-10
NC(=O)c1cccc(CC2CCN(C(=O)C3CCC(O)CC3)C2)c1 (configuration not stated)	-18
O=S(=O)(NCc1ccc(CN2CCOCC2)cc1)c1cc(Cl)cc(Cl)c1	-5
Nc1nc(SCc2nnc(-c3cc4c(s3)CCCC4)o2)n[nH]1	-2
Cc1noc(C)c1CSc1nc2sc(C)c(C)c2c(=O)n1C	-4
Cc1nnsc1C(=O)NC1CC(=O)N(CCc2ccccc2)C1 (configuration not stated)	7
CCN(CC)C(=O)c1cc2c(=O)n3cccc(C)c3nc2n1C	-11&-6
CCc1nc(CN2CCC(c3ccnc(-c4cccc(O)c4)c3)C2)c(C)[nH]1 (configuration not stated)	-5
N#Cc1cc(S(N)(=O)=O)ccc1N1CCCCC(N2CCCC2)C1 (configuration not stated)	-6
CCOc1ncccc1-c1ncccc1C(=O)N1CCCC1	-9
O=C(CSc1nnc(-c2cccs2)o1)NCCN1C(=O)CSC1=O	-2
Cc1nc2nc3c(cn2n1)C(=O)CC(c1ccccc1)C3 (configuration not stated)	-5
CC1CCN(C(=O)c2ccc(S(C)(=O)=O)cc2)c2ccccc2N1 (configuration not stated)	-11
O=C(O)C1(O)C[C@@H](O)C(O)[C@H](O)C1 (some centres not stated)	52
C=CCn1c(SCC(=O)c2cc(C)n(C3CC3)c2C)nnc1-c1ccoc1C	-5
COCCNCc1cn(-c2ccccc2)nc1-c1ccc(OC)cc1	-1
N#Cc1ccc(NCCNCC(=O)N2CCC[C@H]2C#N)nc1	-11
O=c1c2ccccc2ncn1Cc1csc(-c2cccs2)n1	-2
CN(C)S(=O)(=O)c1cccc(CN2CCN(c3cnccn3)CC2)c1	-11
CCOC(=O)c1csc(CNC(=O)CCc2cccc(C)c2)n1	-1
Oc1oc(-c2ccccc2F)nc1C=Nc1cccc(Cl)c1	-7
COc1cccc(-c2nc(C(=O)NC3CC3)cs2)c1OC	2
Cn1c(=O)n(C)c2cc(CNC34CC5CC(CC(O)(C5)C3)C4)ccc21	-1
O=C(C1CCCN(Cc2nc(-c3cccc(Cl)c3)no2)C1)N1CCOCC1 (configuration not stated)	-10&-1
CC(C)(S)C(N)C(=O)O (configuration not stated)	-4&2&2
CC(C)c1ccccc1NCc1nnnn1-c1ccc(S(C)(=O)=O)cc1	-10
CCN(CCn1cccn1)C(=O)c1cc(=O)c2ccccc2o1	-16
Cn1ccnc1SCCNc1nc2nonc2nc1N1CCCCC1	-12
O=C(O)c1ccc2c(c1)CCN2C(=O)c1cnn(-c2ccccc2)c1	12
C=CCn1c(SCC(=O)c2cc3ccccc3o2)nc2sc(C)cc2c1=O	3
CCn1ccnc1CNC(=O)CC1C(=O)NCCN1CCCc1ccccc1 (configuration not stated)	-5
O=C(Cc1cccs1)N1CC(C(=O)N2CCOCC2)CC(c2ccccc2)C1 (configuration not stated)	-13
COc1ccccc1OCC(=O)NCC1CCCN(Cc2ccc(SC)cc2)C1 (configuration not stated)	-3
Cc1ccc(N2CCC(Nc3nccnc3C#N)CC2)nc1	-6
Cc1cc(NC(=O)NC(c2ccc(F)cc2)C2CCCC2)no1 (configuration not stated)	-6
CNC(=O)c1ccc(CN2CCCC(CCc3ccccc3C)C2)cc1 (configuration not stated)	-24
CN(C)c1cccc(Nc2cc(-c3ccc(-c4ccccc4)cc3)ncn2)c1	-5
O=C1c2ccccc2C(=O)N1c1ccccc1S(=O)C(F)(F)F (configuration not stated)	-4
CC(=O)Nc1c2c(nn1-c1nc3ccccc3s1)CCC2	-1
Cn1nnc(NC(=O)c2ccc(-c3ccccc3)cc2)n1	-3
O=C(CC1(C(=O)Nc2cccc(C(F)(F)F)c2)CCCC1)NC1CC1	-4
O=C(CCOc1ccccc1)N1CCCC(Nc2ccccc2)C1 (configuration not stated)	-2
O=C(NC1CCS(=O)(=O)C1)OCCOC(=O)NC1CCS(=O)(=O)C1 (configuration not stated)	56

Some of the entries above, reformatted.
mcGAS MS inh,molecule
-3,Cn1nnc(NC(=O)c2ccc(-c3ccccc3)cc2)n1
-4,O=C1c2ccccc2C(=O)N1c1ccccc1S(=O)C(F)(F)F (configuration not stated)
-24,CNC(=O)c1ccc(CN2CCCC(CCc3ccccc3C)C2)cc1 (configuration not stated)
-5,CN(C)c1cccc(Nc2cc(-c3ccc(-c4ccccc4)cc3)ncn2)c1
-1,CC(=O)Nc1c2c(nn1-c1nc3ccccc3s1)CCC2
-2,O=C(CCOc1ccccc1)N1CCCC(Nc2ccccc2)C1 (configuration not stated)

Remaining list, next part.
mol	mcGAS MS inh
Cc1nc2sc(C)c(C)n2c(=O)c1NC(=O)CC(c1ccccc1)c1ccccc1	-8
NC(=O)c1cc(Cl)nnc1N1CCCSCC1	2
Cc1ccc2c(CC(=O)NCc3csc(C)n3)cc(=O)oc2c1	-32
c1ccc(-c2nc3c(c(N4CCN(Cc5cnn(-c6ccccc6)c5)CC4)n2)CCC3)cc1	-2
Cc1oc(-c2ccccc2)nc1-c1c(-c2ccccc2)ncn1C1CCNC1 (configuration not stated)	-5
CCCCCC(=O)NC(N1CCCCC1)C(Cl)(Cl)Cl (configuration not stated)	-11
Cc1cc(F)ccc1S(=O)(=O)N1CCN(Cc2ccco2)CC1	-1
CCc1ccc(S(=O)(=O)NCCN2CCN(c3ccc(OC)cc3)CC2)s1	-1
CC(CCO)SCc1nc(C(C)(C)C)no1 (configuration not stated)	-14
O=c1c2cc(Br)ccc2ncn1CC(O)COc1cccc2ccccc12 (configuration not stated)	-2
COc1ccc(/C(C)=N\N2CCOCC2)c(O)c1	22
Cc1[nH]c(=O)[nH]c(=O)c1CCC(=O)NCC1(c2ccc(F)cc2)CCC1	4
CCOc1cc(Cl)c(S(=O)(=O)N2CCCC2)cc1Cl	-3
CC12CC3CC(C)(C1)CC(C(=O)N[C@H]1COC[C@@H]1N1CCOCC1)(C3)C2	-18
C#CCN(Cc1ccco1)CC(O)COCC (configuration not stated)	-5
Cc1ccccc1N1C(=O)CC(SC2=NCCS2)C1=O (configuration not stated)	-4
CCSc1oc(-c2ccco2)nc1S(=O)(=O)c1ccccc1	6
CN1C(C(=O)Nc2ccccn2)=C(O)c2ccccc2S1(=O)=O	-6&4
Cc1ccc(C(=O)N(CC(C)C)CC2CN(C(=O)c3ccoc3)CCO2)cc1 (configuration not stated)	-9
O=C(CC1CCCCC1)NS(=O)(=O)c1cccc2nsnc12	-25
Cc1ccc2nc(C)c(NC(=O)c3cccs3)c(=O)n2c1	-14
CCOc1ccc(-c2cnc(C3CCN(CCOC)CC3)[nH]2)cc1	-18
COc1cccc(N2C(=S)N(c3ccccc3)C3CS(=O)(=O)CC32)c1 (configuration not stated)	-4
Cc1cc(CSc2ncc(C#N)c(N)n2)no1	2
CSc1nnc(CC2CCN(c3cc(NC(C)C)ncn3)CC2)n1C	-21
Cc1noc(C)c1CN1CCC(NC(=O)C2CCCCC2)CC1	-8
CCN1C(=O)NC(c2ccccc2[N+](=O)[O-])C(C(=O)OCCOC)=C1C (configuration not stated)	-8
Cc1nc2ccc(C(=O)N3CCc4c(cnn4-c4ccc(Cl)cc4)C3)cc2[nH]1	-1
CN1CCN(/N=C2\CCc3c(Cl)cccc32)CC1	-9
CCCCn1nnnc1NCc1cccc(OCC)c1	-4
Cc1nc2c(c(C)c1CCC(=O)O)c(=O)[nH]n2C	-8
O=C1Cc2cc(CCN3CCN(c4nsc5ccccc45)CC3)c(Cl)cc2N1	2
CC1CN(C)c2ccccc2CN1CC(=O)NCc1ccc(F)cc1 (configuration not stated)	-6
Cn1cc(CN2CCCC(CCC(=O)N3CCOCC3)C2)cn1 (configuration not stated)	1
CCOc1ccc(CN2CCNC(=O)C2CC(=O)N2CC=C(c3ccc(F)cc3)CC2)cc1 (configuration not stated)	-2
Nc1cc(C(F)(F)F)ccc1Sc1ccccc1C(=O)O	-20
Clc1ccc2nc(NN=Cc3ccccn3)nc(-c3ccccc3)c2c1	-3
Clc1ccccc1C1CCN(c2nc(-c3ccncc3)nc3c2CNC3)C1 (configuration not stated)	3
CN(C)c1ccc2nc3c(=O)n(C)c(=O)n(C)c3nc2c1	-12
Cc1noc(C)c1S(=O)(=O)NCCCN1CCCC(C)C1 (configuration not stated)	-15
Cc1cn(Cc2ccccc2Br)c(=O)[nH]c1=O	-7
CC(C)(C)OC(=O)N1CCN(C(=O)C2CCN(c3nc4ccccc4[nH]c3=O)CC2)CC1	-5
O=C(Nc1ccc(-c2cccc3c2CCNC3)cn1)C1CC1	3
CCOc1ccc(N2C(=O)CSC2c2ccncc2)cc1 (configuration not stated)	-14
O=C1CN(CCc2ccc(F)cc2)C2CS(=O)(=O)CC2N1c1ccc(Cl)cc1 (configuration not stated)	-2
Cc1ncsc1CCC(=O)N1CCCC(CNS(=O)(=O)c2cccs2)C1 (configuration not stated)	5
CC(C)CCn1ccc2nc3ccn(-c4ccccn4)c(=O)c3cc2c1=O	2
CCN(Cc1cccc(NCc2scnc2C)c1)C(C)=O	2
N#Cc1c(NC(=O)c2noc3c2CCCC3)sc2c1CCC2	23
CC1CCc2c(sc3ncnc(NCc4ccco4)c23)C1 (configuration not stated)	-21
COc1ccc(CN2CCNC(=O)C2CC(=O)N2CCCN(C(C)=O)CC2)cc1OC (configuration not stated)	-7&-4
COc1cccc(CNC(=O)CCC2CCCN(C(=O)c3cccnc3SC)C2)c1 (configuration not stated)	-8&-2
CN1CC(=Cc2ccccn2)C(=O)C(=Cc2ccccn2)C1	-1
CC(C)CCn1c(CN(C)Cc2cnccn2)cnc1S(=O)(=O)C(C)C	-10
Cc1oc(-c2cccc(F)c2F)nc1COc1cccc2ccc(C(N)=O)nc12	-11
CCC1CN(C(=O)C2CC2)C(CC)CN1C(=O)C1CC1 (configuration not stated)	0

Later entries
mol	mcGAS MS inh
CCC(=N)C1=C(O)CC(C)(C)CC1=O	37
CCCOC(NC(=O)CC)(C(F)(F)F)C(F)(F)F	-41
Cc1nc(-c2ccccc2)n(Cc2c(F)cccc2Cl)n1	2
Cc1cc(C(=O)NCC2CCN(c3cnn(C)c(=O)c3)C2)ccc1O (configuration not stated)	-17
Cc1ccc(-n2c(=O)[nH]c3c(C(=O)NCc4ccccc4)cn(C)c3c2=O)cc1	-28
CCOC(=O)C1=C(C)NC2=C(C(=O)C(C(=O)OC)C(C)C2)C1c1ccc(C)o1 (configuration not stated)	8
CNC(=O)c1nnc2n1CCN(C(=O)c1ccccc1)C2	-21
CC(=O)Nc1ccc(CN2CCC2(C)C(=O)Nc2ccc(C)c(O)c2)cc1 (configuration not stated)	-4
Cc1ccc([N+](=O)[O-])cc1NC(=O)CC(C)C	-2
CCCCn1c(N)c(N(C)C(=O)c2ccc(Br)o2)c(=O)[nH]c1=O	7
CN(CCC#N)C(=O)CN1CCN(S(=O)(=O)c2ccc3c(c2)CCCC3)CC1	1
Cc1n[nH]c(C)c1S(=O)(=O)Nc1ccc(Cl)cc1	-2
Cc1ccc(CN(CCCO)C(=O)c2cccn2C)s1	-22
Cc1nc(-n2ccc3nc4ccn(Cc5ccco5)c(=O)c4cc3c2=O)n[nH]1	-4
FC(F)(F)c1ccc(Sc2ncccn2)nc1	-8
COc1ccc(C(C)=O)cc1CN1C(=O)C(C)ON=C1c1ccccc1F (configuration not stated)	-7
Nc1nnc(SCCc2ccccc2)s1	-4
Cc1nc(SC(C(=O)N2CCOCC2)c2ccccc2)c(C#N)c(C)c1C (configuration not stated)	0
Cc1cc(C)n2ncc(CN(C)Cc3nnc(-c4ccccc4)o3)c2n1	-1
Cc1[nH]n(CCc2nc(-c3ccccc3)cs2)c(=O)c1C1=NCCCCC1	-15
O=C(Cc1ccc2c(c1)CCO2)NCc1ccccn1	-5
O=S(=O)(Nc1ccc(Br)cc1F)c1cnc[nH]1	-12
COc1ccc(C2=NN3C(C2)c2ccccc2OC32CCCC2)cc1 (configuration not stated)	46
CCc1nn(C)c(CC)c1S(=O)(=O)Nc1ccc(-n2cncn2)c(F)c1	7
Cc1ccc2nc(COC(=O)c3sc(NC(=O)C(C)(C)C)cc3C)cc(=O)n2c1	-35
CC1(C)CC(NS(=O)(=O)NCc2ccccc2)CC(C)(C)N1	-11
Cc1ccc(C)c(Oc2ccc(CNC(=O)N3CCC(C#N)CC3)cn2)c1	-8&5
O=c1oc(-c2cccs2)nn1CN1CCN(Cc2cccs2)CC1	-7
O=C(O)CCCC(=O)N1CCCC1	-6
C=CCN(C(=O)C(=O)N1CCCCC1C)C(C)C (configuration not stated)	-10
CCn1c(SCC(=O)Nc2cc(C)ccc2C)nc2c(c1=O)SC(C)C2 (configuration not stated)	-9
Cc1nc(C(C)NC(=O)c2cc(CN(C)Cc3ccccc3)on2)n[nH]1 (configuration not stated)	-18
c1cc(OC2CCNCC2)ccn1	3
O=C(NCc1ccccc1F)N1CCCN(C2CC2)CC1	-18

Compound activity as filed in PubChem.
